Screening data (PubChem BioAssay)
PglD DTNB: C. jejuni PglD acetyltransferase inhibitors, primary screen, biochemical, DTNB colorimetric, single point; inhibition, % at 12.5 µM; UDP-N-acetylbacillosamine N-acetyltransferase PglD (Campylobacter jejuni); hit rate 0.098% among 360,000; purified PglD enzyme, DTNB colorimetric CoA detection; in the data active means inhibition above about 16%, passing the limit was not always enough; further: strong numbers were not always called active
ERAP1 HTS inh: human ERAP1 aminopeptidase inhibitors, primary screen, biochemical, single point, plate reader; Endoplasmic reticulum aminopeptidase 1 (Homo sapiens), Q9NZ08; recombinant ERAP1, Leu-AMC fluorescence, 60 min; inhibition, % at 10.7 µM; hit rate 0.15% among 340,000; AID 652197, 2013;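 active means mean replicate inhibition of at least 30%, or all replicates individually reaching that 30% level; inactive means mean below 30% and not every replicate reaching it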;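 further: 0% = neutral control wells and 100% = L-leucinethiol positive control wells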
Target sequence (Q9NZ08 whole entry, looked up): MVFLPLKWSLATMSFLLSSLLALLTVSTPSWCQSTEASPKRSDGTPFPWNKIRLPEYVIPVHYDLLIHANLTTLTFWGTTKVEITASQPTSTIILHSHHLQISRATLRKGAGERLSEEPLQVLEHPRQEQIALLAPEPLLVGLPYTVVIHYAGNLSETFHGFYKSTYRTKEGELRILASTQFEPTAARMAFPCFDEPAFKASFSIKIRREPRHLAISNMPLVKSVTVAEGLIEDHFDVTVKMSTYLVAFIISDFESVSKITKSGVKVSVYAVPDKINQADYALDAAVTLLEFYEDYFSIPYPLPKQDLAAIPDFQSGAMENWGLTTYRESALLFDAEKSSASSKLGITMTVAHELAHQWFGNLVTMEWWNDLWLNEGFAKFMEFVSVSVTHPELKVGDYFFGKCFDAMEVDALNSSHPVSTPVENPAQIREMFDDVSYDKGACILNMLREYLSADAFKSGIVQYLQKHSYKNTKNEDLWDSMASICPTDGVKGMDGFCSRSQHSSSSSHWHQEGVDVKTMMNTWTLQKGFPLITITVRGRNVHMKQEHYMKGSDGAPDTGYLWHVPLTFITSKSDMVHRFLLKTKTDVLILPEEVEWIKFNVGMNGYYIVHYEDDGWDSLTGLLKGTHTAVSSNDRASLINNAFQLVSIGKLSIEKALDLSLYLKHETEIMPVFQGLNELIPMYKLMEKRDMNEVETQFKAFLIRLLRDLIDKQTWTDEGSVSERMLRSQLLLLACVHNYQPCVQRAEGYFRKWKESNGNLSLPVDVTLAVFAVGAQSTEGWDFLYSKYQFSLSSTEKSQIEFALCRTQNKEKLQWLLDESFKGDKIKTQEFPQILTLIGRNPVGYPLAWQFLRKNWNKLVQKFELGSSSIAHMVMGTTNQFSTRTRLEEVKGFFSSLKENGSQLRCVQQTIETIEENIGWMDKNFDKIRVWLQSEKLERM
PAX8 inh HTS: inhibitors of PAX8-driven TPO luciferase reporter, primary screen, RMG-I cells, single concentration; SteadyGlo, 24 h; inhibition, % at 12.6 µM; hit rate 1.2% among 360,000; AID 652154, 2013;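 active means mean replicate inhibition at least 60% with every replicate also reaching 60%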;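 further: luciferase light reporting Pax8 driven TPO promoter activity; plate controls were median of neutral control wells for no effect and mitoxantrone controls for full effect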
PGC1a acetyl inh: inhibitors of PGC1a acetylation signal, primary screen, cell-based, U2OS, AlphaScreen, inhibitor mode. inhibition, % at 15.6 µM. AID 651687, 2012. AlphaScreen anti-acetyl-lysine; with virally co-expressed GCN5 acetyltransferase. hit rate 0.17% among 350,000;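 active means every replicate shows inhibition of at least 40%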;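 further: 0% = neutral control wells and 100% = positive control wells; some results beyond the cut were filed as inactive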
EWS-Fli block: EWS/Fli-driven NR0B1 reporter inhibitors, primary screen, A673 cells, NR0B1 luciferase, luminescence, MLPCN library; viability-normalised; inhibition, % at 12.6 µM; hit rate 0.67% among 350,000; AID 651661, 2012;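 active means mean inhibition of at least 50% after viability correction, with every replicate also passing that limit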;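 further: firefly luciferase signal divided by Alamar Blue viability fluorescence both relative to DMSO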
LGR2 antag: inhibitors of bursicon-induced LGR2 CRE-luciferase signal, primary screen, cell-based, HEK293, CRE-luciferase reporter, bursicon stimulation; inhibition, % at 9.99 µM; Drosophila bursicon receptor LGR2 (rickets); bursicon-stimulated, 4 h; hit rate 0.35% among 380,000;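 active means drop in luminescence signal, shown as inhibition above about 50% in the replicate tests, limit read from the data, passing the limit was not always enough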;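 further: agonist challenge used bursicon conditioned medium at about half maximal strength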
S100A4 MyoIIA: inhibitors of S100A4-myosin IIA peptide binding, primary screen, biochemical, fluorescence polarization, TAMRA-MyoIIA peptide. hit rate 0.14% among 360,000. inhibition, % at 10.7 µM. AID 652163, 2013. Protein S100-A4 (Homo sapiens), P26447;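 active means mean inhibition of at least 70% across replicates, with every replicate also reaching that level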
Target sequence (P26447 whole entry, looked up): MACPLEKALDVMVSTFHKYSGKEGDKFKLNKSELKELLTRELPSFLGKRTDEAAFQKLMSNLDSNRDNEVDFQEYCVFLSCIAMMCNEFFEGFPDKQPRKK
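Test system – S100A4 monomer (human) · Compound – single-point compound testing · Schedule – 5 min incubation before reading · Probe or stimulus – TAMRA-labelled myosin IIA heavy-chain peptide probe, 5 nM · Benchmarks – neutral control DMSO, positive control TFP · Medium – Calcium-containing HEPES buffer, pH 7.2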
FN deposition inh: inhibitors of fibronectin matrix deposition, primary screen, AH1F cells, Alexa488-fibronectin fluorescence, plate reader; AH1F fibroblasts, overnight; inhibition, % at 12.6 µM; hit rate 0.086% among 350,000;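 active means mean inhibition across replicates of 30% or more, regardless of how many single replicates reach that level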;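 further: positive control wells lacked labelled fibronectin entirely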
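Measured by – fluorescence 485/525 nm · System – AH1F fibroblast monolayer, labelled fibronectin deposition · Amount – 10000 cells per well · Buffer or medium – serum-reduced DMEM (2% serum) · Doses – single dose, pinned · Also added – fluorescent fibronectin at 24 nM final · Schedule – 1 h cell attachment, overnight exposure to compound and label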
Numbers without * were called inactive; / = not tested or not shown; & = joins results of further samples.

SMILES	PglD DTNB	ERAP1 HTS inh	PAX8 inh HTS	PGC1a acetyl inh	EWS-Fli block	LGR2 antag	S100A4 MyoIIA	FN deposition inh
C/C=C/c1ccc2c(c1)O[C@H](CN(C)Cc1cccc(F)c1)[C@@H](C)CN([C@H](C)CO)S2(=O)=O	0	1	/	-7	20	-1	16	-7
CC1CCCCN1C(=O)c1ccc(C(=O)N2CCCCC2C)cc1 (stereo unspecified)	6	/	/	-11	/	10	/	-1
Cc1ccc(CN2CCN(/N=C/c3ccc(C)s3)CC2)cc1	3	/	-1	/	/	7	/	-7
COC(=O)/C=C1\SC(=NC(=O)c2ccc(C)cc2)NC1=O	/	-2	-16	/	-3	4	2	/
COC(=O)CCC(=O)OC1(C)C(=O)C2=CN(Cc3ccc(OC)cc3)C(c3ccc(OC)cc3)=CC2=C(Br)C1=O (stereo unspecified)	5	1	-26	-1	-21	14	-3	-18
COC(=O)Cn1ncc(N(C)Cc2ccccc2)c(Cl)c1=O	-2	-4	-78	-3	-9	-18	-24	7
Cc1cc(NC(=O)CCN2CCN(Cc3ccccc3)CC2)ccc1Br	0	1	20	5	0	-5	-8	4
CN(C)C(=O)C[C@@H]1CC[C@H](NC(=O)C2CCOCC2)[C@@H](CO)O1	-1	7	0	2	4	14	-11	1
C[C@H](CO)N1C[C@H](C)[C@H](CN(C)Cc2ccccn2)Oc2ncc(Br)cc2C1=O	0	2	/	4	-13	-15	-5	/
N#Cc1ccc(/C=N/N=C(N)N)cc1	1	/	-7	4	/	/	/	8
Cc1ccc(C)c(OCCC(=O)Nc2cccc(S(=O)(=O)N3CCCCC3)c2)c1	-5	1	-2	-5	8	16	-1	-10
C/C(=N\NC(=O)Cn1nc(C)c([N+](=O)[O-])c1C)c1ccc(Cl)s1	/	1	1	/	4	-4	2	0
CN1CCN(NC(=S)NC2CCCC2)CC1	/	-4	-16	2	12	/	-1	2
Cc1cccc(N2CCN(C(=O)CCn3c(=O)[nH]c4ccsc4c3=O)CC2C)c1 (stereo unspecified)	0	1	7	/	3	19	-4	-3
COC(=O)c1cc(S(=O)(=O)NCC2CCN(CCc3ccc(OC)cc3)CC2)cn1C	-4	-2	2	7	/	-14	-2	-7
CCCc1nc2sc3c(c2c(=O)n1NC(=O)CCC(=O)OC)CCCC3	/	7	-3	1	-13	-33	-2	-9
CCOC(=O)c1ccc(NC(=O)Nc2ccc3c4c(cccc24)C(=O)N3CC)cc1	-2	-1	/	-4	/	-15	-7	-5
COC(=O)c1ccc(C2c3[nH]c4ccccc4c3C[C@H]3C(=O)N(C4CCN(Cc5ccccc5)CC4)CC(=O)N23)cc1 (stereo partly specified)	6	-2	2	/	-2	18	-5	15
C[C@H]1CN([C@@H](C)CO)C(=O)Cc2cc(NC(=O)Nc3ccc(C(F)(F)F)cc3)ccc2O[C@H]1CN(C)S(=O)(=O)c1cccs1	1	0	27	3	46	-1	-11	/
CCCNC(=O)N[C@@H]1CC[C@H](CCn2cc(C3CCCCC3)nn2)O[C@@H]1CO	0	4	4	2	-6	-7	1	-8
COc1cc2cc(C)nc(Cc3cccc4ccccc34)c2cc1OC	0	5	3	-5	6	-18	-2&48	7&-18
CCN(CC)C(=O)C1=C(C)N(Cc2ccc(F)cc2)C(=O)C(CC(=O)NCc2cccs2)C1 (stereo unspecified)	3	/	-13	-6	-1	3	0	13
COc1ccc2c3c(n(C)c2c1)[C@@H](CO)N(C(=O)c1ccccn1)CC31CCN(C(=O)c2ccccn2)CC1	/	-6	/	/	21	-1	-6	/
COc1ccc2c3c(n(C)c2c1)[C@@H](CO)N(C(=O)Nc1ccc(F)cc1)CC31CN(CC2CCOCC2)C1	/	-1	/	-10	7	-18	6	/
COc1ccc(CCC(=O)OCC(=O)c2c(N)n(CC(C)C)c(=O)n(C)c2=O)cc1	-2	-1	2	/	4	1	-2	-2
COc1ccc(CC(=O)Nc2nnc(C(C)C)s2)cc1OC	/	4	1	4	4	-2	55	9
CCC(=O)N1[C@@H]2c3cccc(=O)n3C[C@@H]2[C@@H](CO)[C@@H]1C(=O)NC1CCCC1	/	-8	/	-7	-6	-6	0	/
CC(C)=CCC/C(C)=C/CN1C(=O)N(c2ccc(F)cc2)[C@H]2C[C@@H](c3ccccc3)[C@@H](C)[C@@H](C(=O)N3CCOCC3)C[C@H]21	/	-1	101*	/	52*	23	1	-3
CC(O)(c1ccc(F)c(F)c1)c1nc(-c2cccc(C(F)(F)F)c2)cs1 (stereo unspecified)	-2	2	-22	/	26	-3	2	2
COc1ccccc1NC(=S)NC(NC(C)=O)C(Cl)(Cl)Cl (stereo unspecified)	-3	-1	-3	3	9	-16	-1	-1
Cc1cc(C)cc(OCC(=O)N(Cc2ccc(N(C)C)cc2)C2CCS(=O)(=O)C2)c1 (stereo unspecified)	/	2	23	-6	-8	7	-8	-26
CCOC(=O)Nc1nc(C)c(C(=O)N(C)C)s1	-1	/	-14	2	/	/	/	-6
COc1ccc(NC(=O)Nc2ccc3c(c2)C(=O)N([C@H](C)CO)C[C@H](C)[C@@H](CN(C)S(=O)(=O)c2ccccc2)O3)cc1	1&0	-1&7	-6	6&9	9&1	5&10	-4&1	0
CCOCCn1c(N2CCCC2)nc2c1c(=O)[nH]c(=O)n2C	1	-3	4	10	11	-1	-2	-5
NC(=O)COc1ccccc1/C=C1/SC(=O)N(CC(=O)N2CCc3ccccc3C2)C1=O	-4	2	/	5	6	19	-1	/
C[C@H](NC(=O)C[C@@H]1C[C@@H]2c3cc(N(C)C)ccc3O[C@@H]2[C@H](CO)O1)c1ccccc1	-3	2	-12	2	-3	19	11	/
Cc1nc2ccccc2n1CC(=O)OCC(=O)NC1CC1	/	1	11	12	2	7	-2	/
C[C@H](CO)N1C[C@H](C)[C@H](CN(C)C(=O)Nc2ccc(C(F)(F)F)cc2)OCCCC[C@H](C)Oc2ccc(NC(=O)NC3CCCCC3)cc2C1=O	3	/	-29	13	10	55*	-2	-6
CCNC(=O)N1c2ccc(OC)cc2C(C)=CC1(C)C	-5	/	-6	-10	/	/	/	9
CC1=N/C(=C\c2ccc([N+](=O)[O-])cc2)C(=O)N1c1ccc(C)c(Cl)c1	/	4	17	/	-2	-1	-6	-4
COCCCNC(=O)CN(c1cc(C(F)(F)F)ccc1Cl)S(C)(=O)=O	5	-1	-1	2	4	-2	-6	4
COc1ccccc1C(=O)CSc1cccc[n+]1[O-]	/	3	19	-4	-4	16	4	8
N#C[C@H]1[C@@H](c2ccc(-c3cccnc3)cc2)[C@H](CO)N1C(=O)C1CC1	-2	0	14	7	3	23	0	9
Cc1ccc(S(=O)(=O)c2c(C)cc(C)[nH]c2=O)c(C)c1	-6	-1	-1	-2	-2	14	3	2
C/C(=N\NC(=O)c1ccc2c(c1)OCO2)c1cccnc1	-4	-2	-85	1	-47	2	0	3
O=C(CN1CCN(C(=O)C2CCCO2)CC1)Nc1cc(Cl)ccc1Cl (stereo unspecified)	2	-3	12	-2	1	-27	-4	-2
CO[C@H]1CN(C)C(=O)c2cc(NS(=O)(=O)c3ccc(Oc4ccccc4)cc3)ccc2OC[C@@H](C)NC[C@@H]1C	4	-4	11	-1	-3	5	7	-16
COc1ccc(S(=O)(=O)NC(C)C(=O)N2CCCCCC2)cc1 (stereo unspecified)	3	2	12	10	2	7	2	0
O=C(COc1ccc(C(=O)c2ccccc2)cc1)Nc1cccnc1	-1	4	13	/	38	11	-10	-3
Cc1c(Cl)cccc1NC(=O)C1Cc2ccccc2CN1C(=O)c1ccccc1 (stereo unspecified)	/	2	-1	/	-10	5	-3	0
CCN(CC(=O)Nc1ccc(NC(C)=O)cc1)C(=O)/C=C/c1ccccc1	0	0	13	2	0	15	-1	-1
CCOC(=O)C(NC(=O)c1ccccc1)=C(C)C	-1	11	/	/	2	2	-1	/
CCC(=O)N1[C@@H]2CN(S(=O)(=O)c3ccc(F)cc3)c3ccccc3[C@@H]2[C@@H]1CO	1	0	-1	2	2	-1	1	-11
OC(c1ccc2c(c1)OCO2)c1ncc(-c2ccccc2)[nH]1 (stereo unspecified)	-3	-3	-36	/	-66	-19	-5	7
CCOc1ccc(C2C(C#N)=C(N)Oc3cc(C)oc(=O)c32)cc1 (stereo unspecified)	-1	11	-4	-8	11	-24	-1	2
CCCN1[C@@H]2c3ccc(-c4ccccc4F)c(=O)n3C[C@H]1[C@H](CO)[C@H]2C(=O)NCC	-6	2	3	-15	4	14	-8	/
COc1ccc(NC(=O)N(C)C[C@H]2Oc3c(NC(=O)Nc4ccc5c(c4)OCO5)cccc3C(=O)N([C@H](C)CO)C[C@H]2C)cc1	-1	1	/	4	-3	-15	6	/
COc1ccc(/C=C(\C#N)C(=O)Nc2cccnc2)cc1	/	7	7	/	5	/	-1	-3
CC(=O)CC1N(S(=O)(=O)c2ccc(C)cc2)c2ccccc2N1S(=O)(=O)c1ccc(C)cc1	/	0	3	/	6	22	0	8
COCC(=O)N1C[C@H](C)[C@@H](OC)CN(C)C(=O)c2ccc(NC(=O)NC(C)C)cc2OC[C@H]1C	-2	-1	/	-10	-7	-2	10	-4
Continued:
SMILES	PglD DTNB	ERAP1 HTS inh	PAX8 inh HTS	PGC1a acetyl inh	EWS-Fli block	LGR2 antag	S100A4 MyoIIA	FN deposition inh
Cc1cc2cc(CNC(=O)c3ccc(S(=O)(=O)N4CCOCC4)cc3)ccc2[nH]1	2	1	1	-3	-1	-26	16	-13
O=C(NCCN1CCOCC1)c1cccc(S(=O)(=O)N(Cc2ccccc2)c2ccccc2)c1	/	0	2	/	1	-1	-3	-5
C[C@@H]1CN([C@H](C)CO)C(=O)c2cc(NC(=O)c3ccccc3)ccc2O[C@@H](C)CCCCO[C@@H]1CN(C)C(=O)c1ccncc1	-1	0	5	2	/	-1	14	/
O=C(c1cccnc1)N1CCCCN2[C@H](CO)[C@H](c3ccc(C#Cc4ccccc4)cc3)[C@@H]2C1	0	/	-7	1	18	/	/	/
CCCCCCC(=O)Nc1nc(C)c(-c2csc(Nc3cc(OC)ccc3OC)n2)s1	0	0	1	-14	12	-27	-5	0
COc1ccccc1NC(=O)NCc1nc(-c2ccc(C(F)(F)F)cc2)no1	9	-1	-12	-9	2	9	2	-7
Cc1cc(-c2ccccc2)[nH]c(=O)c1S(=O)(=O)c1ccc(Cl)cc1	-3	/	0	-12	/	/	/	-6
CN(Cc1ccccc1F)C(=O)CNC(=O)Cc1cccc2ccccc12	-3	0	11	4	2	3	-4	-3
